Source: PubChem
sdo1 growth = restores growth of sdo1-depleted yeast; S. cerevisiae sdo1-depleted JHY4D growth rescue, OD600 30 h; hits give high values; pdr5 snq2 efflux-pump mutant strain; z-score at 10 µM; hit rate 0.21% among 140,000; AID 817;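 active means z-score above 3 at both the 24 hr and the 30 hr optical density reads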;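 further: z-score against mean and SD of all compound wells on the same plate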
Insulin prom inh = TRM-6 insulin promoter activity inhibition; TRM-6 cells (human fetal islet line), insulin promoter-eGFP reporter, imaging; reporter expression induced with tamoxifen; inhibition, % at 2 µM; hit rate 0.9% among 130,000;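 active means inhibition above the mean plus 3 SD, with well images judged a real hit on visual review, cut at about 60% in these data, passing the limit was not always enough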
sdo1 growth Rescue 24 h = second read-out of sdo1 growth, no call of its own (marks repeat the call); z-score; S. cerevisiae sdo1-depleted JHY4D growth rescue, OD600; measured here: growth rescue at 24 h;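 0 is the plate mean of compound wells and units are plate SD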
Numbers without * were called inactive; i = inactive; . = no result given. Only part of the results is shown; rates above refer to the full screens.

Sample of the layout, three compounds:
SMILES,Insulin prom inh,sdo1 growth,sdo1 growth Rescue 24 h
COc1cc(/C=N/NC(=O)c2ccc(CSc3nc4ccccc4[nH]3)cc2)cc(OC)c1OC,-150,-0.16,-0.33
CC(NCC(O)COCc1ccc(Cl)cc1)c1ccccc1 (stereo not given),-89,.,.
CCOc1ccc(C(=S)NC2CCCCC2)cc1,-33,-0.55,0.16

The whole of this part, from the start:
SMILES,Insulin prom inh,sdo1 growth,sdo1 growth Rescue 24 h
COc1cc(/C=N/NC(=O)c2ccc(CSc3nc4ccccc4[nH]3)cc2)cc(OC)c1OC,-150,-0.16,-0.33
CC(NCC(O)COCc1ccc(Cl)cc1)c1ccccc1 (stereo not given),-89,.,.
CCOc1ccc(C(=S)NC2CCCCC2)cc1,-33,-0.55,0.16
Cn1cc(/C=C2\SC(=O)N(c3ccccc3)C2=O)c2ccccc21,.,-0.52,0.05
CCn1c(=O)cc(O)c2ccccc21,.,0,-0.51
COc1cccc(/C=C(/C(=O)OCC(=O)NC2CCCC(C)C2C)c2ccccc2)c1 (stereo not given),-5,0.59,-0.07
O=C(O)CCn1c(SCc2cccc3ccccc23)nc2ccccc21,.,-0.39,-0.04
NS(=O)(=O)c1ccc(NC(=O)CSc2ccc3ccccc3n2)cc1,26,0.79,0.22
CN(C(=O)CSc1nnc(-c2ccncc2)n1C)C1CCS(=O)(=O)C1 (stereo not given),9,0.84,0.56
O=C(CNC(=O)c1ccco1)NCC(=O)OCc1cccc(Cl)c1,44,0.04,-0.03
CCOC(=O)N1CCN(C(=O)CSc2nnc(-c3ccc(C)c(C)c3)o2)CC1,.,-0.06,1.2
CC(=O)N1CCc2ccc(S(=O)(=O)N3CCc4ccccc43)cc21,18,.,.
COc1cccc(Sc2ccccc2/C=N/NC(N)=O)c1,-28,.,.
CCOc1ccccc1C(=O)Nc1ccc(S(=O)(=O)N2CCOCC2)cc1,-14,-0.85,0.65
COc1ccc(-c2c(NC(C)=O)n(C)c3ccccc3c2=O)cc1,43,0.28,0.04
CCCCCn1c(=O)[nH]c2cc(C(=O)NCCCN(CC)CC)ccc2c1=O,.,0.29,0.94
O=C1NCC(O)=C1C=NCCCO,.,0.7,0.99
O=C(COC(=O)CCN1C(=O)c2ccccc2C1=O)Nc1ccc(S(=O)(=O)N2CCCC2)cc1,.,0.93,0.59
O=C(NCCc1ccccn1)c1ccc(OC(F)F)cc1,58,.,.
O=C(COC(=O)/C=C/c1ccc(OC(F)F)cc1)NCc1cccs1,.,1.4,0.98

4 entries from above, with each value named:
CC(=O)N1CCc2ccc(S(=O)(=O)N3CCc4ccccc43)cc21
  Insulin prom inh: 18
  sdo1 growth: .
  sdo1 growth Rescue 24 h: .

COc1cccc(Sc2ccccc2/C=N/NC(N)=O)c1
  Insulin prom inh: -28
  sdo1 growth: .
  sdo1 growth Rescue 24 h: .

CCOc1ccccc1C(=O)Nc1ccc(S(=O)(=O)N2CCOCC2)cc1
  Insulin prom inh: -14
  sdo1 growth: -0.85
  sdo1 growth Rescue 24 h: 0.65

COc1ccc(-c2c(NC(C)=O)n(C)c3ccccc3c2=O)cc1
  Insulin prom inh: 43
  sdo1 growth: 0.28
  sdo1 growth Rescue 24 h: 0.04

The list goes on:
SMILES,Insulin prom inh,sdo1 growth,sdo1 growth Rescue 24 h
CCOC(=O)C(CCCOc1ccccc1)C(=O)OCC,3,0.44,0.57
O=C(N/N=C/C=C/c1ccco1)/C(=C/c1ccccc1)NC(=O)c1ccccc1,4,1.4,0.81
COC(=O)c1ccc(NC(=O)CCNS(=O)(=O)c2cccc3nonc23)cc1,-3,0.43,-0.28
COc1ccc2c(c1OC)C(=O)OC2,-53,.,.
CC(O)CCC(=O)NNC1=CC(=O)CC(C)(C)C1 (stereo not given),12,.,.
CCOC(=O)c1cnn2c1[nH]c(=O)c1ccccc12,-182,-0.32,-0.61
Cc1ccc(S(=O)(=O)C(C#N)c2nc3ccccc3nc2N2CCN(C)CC2)cc1C (stereo not given),47,0,-0.69
COc1ccc(N2C(=O)CC(NCc3ccc(F)cc3)C2=O)cc1 (stereo not given),-7,0.94,0.57
CCCC(=O)Nc1c(-c2cccs2)c(=O)c2ccccc2n1C,62,-0.16,-1.4
CCNC(=O)NC(=O)C(C)Sc1nc2cc(C(=O)OC)ccc2c(=O)n1-c1ccccc1 (stereo not given),-11,-0.18,-0.37
CC(=O)NC(CC(=O)NCC(c1ccco1)N(C)C)c1ccccc1 (stereo not given),-100,.,.
O=C(c1ccc2c(c1)OCO2)N(CC1CCCO1)C1(C(=O)NC2CCCC2)CCCCC1 (stereo not given),.,-0.35,-0.18
Cc1cccc2cc(COC(=O)COc3ccccc3)c(=O)[nH]c12,.,-0.46,-0.28
CCn1c(SCC(=O)NC(=O)NCc2ccco2)nc2sc(C)c(C)c2c1=O,-13,-1.5,-1.3
Cc1cc(C)cc(NC(=O)COc2ccc(C(=S)N3CCOCC3)cc2)c1,-47,.,.
COc1cc(C(=S)N2CCOCC2)cc(OC)c1OC(=O)c1cc([N+](=O)[O-])cc([N+](=O)[O-])c1,33,1.2,0.33
COc1ccc2c3c(cccc13)NN=C2C,79*,.,.
COc1cc(CN2CCC(C(=O)N3CCC(C)CC3)CC2)cc(Br)c1O,.,0.51,0.33
C=CCN(CC=C)C(=S)NC(=O)c1ccc([N+](=O)[O-])cc1,.,-0.83,-0.47
CCOC(=O)CSC1=C(C#N)C(c2ccc(C)s2)CC(=O)N1 (stereo not given),.,-0.44,-0.3
COc1cc2c(cc1OC)CN(C(=O)c1ccc(S(=O)(=O)N3CCCCCC3)cc1)CC2,-39,1.2,1.1
O=C(CCCNS(=O)(=O)c1ccccc1)NCc1ccco1,-35,1.2,0.23
COc1ccccc1N1CCN(C(=O)C2CCCO2)CC1 (stereo not given),30,0.18,-0.57
Cc1ccc(/C=C2\OC(=O)c3ccccc32)cc1,.,0.28,0.51
Cc1nnsc1NC(=O)OCCCl,-8,0.56,0.03
CC(=O)c1cccc(NC(=O)CSc2ccc(-c3ccc4c(c3)OCO4)nn2)c1,26,-0.06,0.08
Cc1cc(OCCn2cnc3ccccc3c2=O)cc(C(C)C)c1,23,-1.6,-0.86
O=C(Cn1c2ccccc2c(=O)c2cc([N+](=O)[O-])ccc21)Nc1ccccc1Cl,-35,-0.53,0.41
Cc1ccnc2nc(C(=O)OCCOc3cccc(Br)c3)nn12,.,0.14,-0.28
Cc1ccc(Cl)c(OCC(=O)Nc2ccc3c(c2)OCCO3)c1,18,-1.1,-0.14
O=C(CNC(=O)/C=C/c1ccccc1)N=Nc1c(O)n(Cc2ccccc2)c2ccccc12,.,-1.6,-1.6
COC(=O)C1=NN(c2ccccc2OC)C2C(=O)N(c3ccccc3OC)C(=O)C12 (stereo not given),40,0.2,-0.73
Cc1c(C)[n+](=O)c2c(n1[O-])CCCCC2,42,-0.28,-0.88
CCOc1ccc(C(=O)NCC(=O)OC(C)C(=O)NCc2ccco2)cc1OCC (stereo not given),.,2.2,2.5
COc1ccc(C2=NCN(c3ccc(C)cc3)C(=S)N2)cc1,23,-0.12,-0.34
COc1ccc(CNC(=O)NC2CCCCC2)cc1,-50,-0.13,0.03
Cc1nc2scc(-c3cccs3)c2c(=O)o1,-46,0.82,0.37
O=C(CC(C(=O)O)C1CCCO1)NCCc1ccc2c(c1)OCO2 (stereo not given),-83,0.77,-0.02
CCCOC(=O)/C(C)=N\NC(=O)c1ccco1,-6,0.08,-0.25
CCCCN(C)C(=O)CCCc1c[nH]c2ccccc12,-72,0.76,1.1
CCc1ccc(C(=O)COC(=O)c2cccs2)cc1,0,0.02,-0.86
CC(=O)Nc1ccc(-c2cc(-c3ccccc3)nc(-c3ccccc3)n2)cc1,45,-1.2,-0.4
Cc1cc(NS(=O)(=O)c2ccc(Nc3nc(-c4sc(C)nc4C)cs3)cc2)no1,-23,1,1
Cc1ccc(-n2ncc3c(=O)n(CC(=O)N4CCCCCC4)cnc32)cc1,36,0.15,-0.39
N=c1c(C(=O)NCc2ccccc2)cc2c(=O)n3ccccc3nc2n1Cc1ccco1,26,0.14,-0.23
CN(C(=O)CCc1nnc(CCCCc2ccccc2)o1)C1CC(C)(C)NC(C)(C)C1,-31,.,.
Cc1ccc(N2NC(=O)/C(=C\c3cc4c(cc3[N+](=O)[O-])OCO4)C2=O)cc1C,45,-0.15,-0.58
CCOC(=O)Cc1nnc(NC(=O)c2ncn[nH]2)s1,i,0.04,-0.06
CCCCN(C)C(=O)c1c[nH]c2ccc(S(=O)(=O)N3CCOCC3)cc2c1=O,.,0.35,-0.12
CC(C)(O)/C=C1/Oc2ccccc2C1N1CCCCC1 (stereo not given),-17,1.5,1.5

Next part.
SMILES,Insulin prom inh,sdo1 growth,sdo1 growth Rescue 24 h
COCCCn1c(SCC(=O)O)nc2cc(OC)c(OC)cc2c1=N,-12,.,.
CCc1ccccc1NC(=O)c1cccc(NC(=O)/C=C/c2ccco2)c1,.,-1.2,-1.1
COc1ccc(NC2C=CS(=O)(=O)C2)cc1 (stereo not given),-6,0.43,-0.78
COc1cc(S(=O)(=O)n2cnc(C)c2)ccc1Cl,21,.,.
CCCc1cc(C(=O)NNC(=S)NCc2ccccc2)cs1,23,-0.12,0.25
Cc1cccc(C)c1C(OCCN(C)C)C1CCCCC1 (stereo not given),4,0.19,-0.03
Cc1ccc(N2C(=O)CC(C3CCCO3)C2=O)cc1 (stereo not given),-30,2,0.8
O=C(Nc1nc2ccccc2s1)c1cc(-c2ccco2)nc2ccccc12,43,0.42,1.6
CCC(CC)C(=O)N1c2ccc(F)cc2CCC1C (stereo not given),.,0.07,0.13
COc1ccc(OCCCC(=O)NC(C)c2ccccc2)cc1 (stereo not given),27,-1.3,-0.3
Cc1nc2nc(C)c(CCC(=O)N3CCN(c4ccccn4)CC3)c(C)n2n1,.,0.27,0.17
COc1ccc(-c2cnnc(N/N=C/c3c(C)nn(-c4ccccc4)c3Cl)n2)cc1,.,-0.71,1
COc1ccc(C2=NOC(C(=O)N3CCN(c4ccccc4OC)CC3)C2)cc1 (stereo not given),.,-0.04,-0.61
CC(C)(C)c1nnc2sc(SCC(=O)c3cccs3)nn2c1=O,30,-0.67,-0.48
Cc1cc(C(=O)NCc2cccs2)n(-c2ccccc2)n1,.,-0.25,-0.61
COc1cc(OC)cc(C(=O)Nn2cc(C(=O)N3CCN(C)CC3)c3ccccc3c2=O)c1,-13,0.44,-0.01
Cn1nnc2cc(C(=O)NCCC3=CCCCC3)ccc21,41,0.02,-0.29
CCC(=O)Nc1ccccc1Sc1ncnc2scc(-c3ccccc3)c12,-83,-1.4,-1.1
CN1CCN(c2nc(-c3ccccc3)ncc2S(=O)(=O)c2ccccc2)CC1,0,.,.
CCC(C)NC(=O)c1nc2c(nnn2Cc2ccccc2Cl)c(=O)[nH]1 (stereo not given),-20,.,.
CCCNC(=O)c1c[nH]c2ccc(S(=O)(=O)N(C)c3ccc(OCC)cc3)cc2c1=O,.,0.77,0.12
CCCN(CCC)CCCNC(=O)CC1Nc2ccccc2NC1=O (stereo not given),.,0.46,0.04
CCOc1ccc(N=Nc2c(=O)[nH]n3c(=O)cc(C)[nH]c23)cc1,11,1.6,0.33
CC(C)(C)c1nc2c(Br)cc(Br)cc2c(=O)o1,-80,-0.48,-0.6
CC(C)CC(=O)Nc1nnn(C)n1,44,0.42,-0.12
COc1ccccc1N/C(N)=N/c1nc(CSc2ccc(C)cc2)cc(=O)[nH]1,-24,-0.74,-0.46
CCOC(=O)C1CCC(CN(Cc2ccccc2C)S(=O)(=O)c2ccc([N+](=O)[O-])cc2)CC1 (stereo not given),21,-0.08,0.29
COc1ccc(-c2cc(C(=O)Nc3c(C)n(C)n(-c4ccccc4)c3=O)no2)cc1OC,-17,.,.
O=C(NCCS(=O)CCNC(=O)C(F)(F)F)C(F)(F)F,.,-0.18,1.2
O=C(NCC(c1cccnc1)N1CCN(c2ccccc2F)CC1)C1CCCCC1 (stereo not given),-14,-0.8,-1.2
O=C1CC(c2ccc(S(=O)(=O)NCc3ccncc3)cc2)CN1 (stereo not given),.,0.92,0.72
O=C(c1cccn2c(=O)c3ccc(Cl)cc3nc12)N1CCN(Cc2ccc3c(c2)OCO3)CC1,.,-1.1,-0.97
COc1ccc(/C=C/C(=O)NCCSCc2ccco2)cc1,0,-1.3,-1.5
CCCCN(C)CCCNC(=O)Cn1c(=O)sc2ccccc21,.,0.45,0.07
Nc1cccc2c1C(=O)N(C(=O)c1cccc(S(=O)(=O)N3CCCC3)c1)C2=O,39,1.8,1
CCc1ccc(NC(=O)c2cnc3scc(C)n3c2=O)cc1,0,-1.4,-1.1
O=S(=O)(c1ccc(Cl)cc1)N1CCN=C1SCc1cccc(Cl)c1,-25,-1.6,-1.5
CCOC(=O)c1cc2sc(C)cc2n1CC(=O)N1CCOCC1,-50,1.5,0.97
CCOC(=O)/C=C/C(=O)OCC(=O)Nc1ccc(Cl)cn1,-6,1,0.12
COc1cccc(-n2nnnc2SCC(=O)Nc2cccc(C)n2)c1,.,-0.01,0.19
Cc1nc(N)sc1-c1nnc(SCC(=O)Nc2ccccc2C(F)(F)F)n1C,69,0.99,0.86
